Source: PubChem BioAssay
Growth percent in the NCI-60 one-dose screen (48 h, 10 µM unless noted): 100 = growth as untreated, 0 = no growth, -100 = all killed.
DU-145 = DU-145 prostate cancer; hit rate 4.2% among 81,000
SF-268 = SF-268 CNS cancer cells. hit rate 3.1% among 82,000. AID 1794759
PC-3 = PC-3 prostate cancer cells; hit rate 3.9% among 80,000
OVCAR-3 = OVCAR-3 ovarian cancer; hit rate 7% among 79,000
OVCAR-4 = OVCAR-4 ovarian cancer cells | hit rate 3.7% among 80,000 | AID 1794784
OVCAR-5 = OVCAR-5 ovarian cancer; hit rate 2.9% among 82,000; AID 1794783
U251 = U251 CNS tumor cells. hit rate 5.4% among 80,000
OVCAR-8 = OVCAR-8 ovarian cancer; hit rate 4.4% among 81,000
SK-OV-3 = SK-OV-3 ovarian cancer cells; hit rate 3.2% among 80,000; AID 1794785
Numbers without * were called inactive; nt = no result given; & = joins results of further samples; ! = not active in a repeat; [ ] = remark or other dose. Rule for the calls: active = growth percent below 10; inactive = the rest.

1) CCOc1ccc(NC(=O)c2cc(OC)c(OC)c(OC)c2)cc1
2) CCC(C)Oc1cc(/C=N/NC(=O)c2cnn3c2NC(c2ccccc2)C3)ccc1OC (stereo not given)
3) O=C(CCN1CCCC1)Nc1ccc2c(Nc3ccc(F)cc3)c3ccccc3nc2c1
4) CC(=O)C1CCC2C3C=C(C)C4=CC(=O)CCC4(C)C3(F)C(O)CC12C (stereo not given)
5) COC(=O)C1CCCN1S(=O)(=O)/N=C1\NC(=O)NC1=C(Cl)Cl (stereo not given)

Assay by compound	1	2	3	4	5
DU-145	54	46	-46*	116	108
SF-268	48	45	16	107	103
PC-3	30	25	9.0*	96	99
OVCAR-3	-3.4*	2.5*	-31*	128	123
OVCAR-4	65	48	-16*	94	109
OVCAR-5	94	61	13	92	106
U251	30	35	-42*	102	107
OVCAR-8	50	47	4.2*	109	103
SK-OV-3	41	nt	38	83	118

Some of the entries above, reformatted.
Every second line gives: DU-145 | SF-268 | PC-3 | OVCAR-3 | OVCAR-4 | OVCAR-5 | U251 | OVCAR-8 | SK-OV-3
#3 O=C(CCN1CCCC1)Nc1ccc2c(Nc3ccc(F)cc3)c3ccccc3nc2c1
 : -46* | 16 | 9.0* | -31* | -16* | 13 | -42* | 4.2* | 38
#4 CC(=O)C1CCC2C3C=C(C)C4=CC(=O)CCC4(C)C3(F)C(O)CC12C (stereo not given)
 : 116 | 107 | 96 | 128 | 94 | 92 | 102 | 109 | 83

(further entries)
6) CC(=O)N(c1ccccc1)c1ccccc1
7) O=C(CSc1nnc2n1S(=O)(=O)c1ccccc1N2c1ccccc1)Nc1nc2ccc(F)cc2s1
8) CN(C)c1ccc(/C=C2\C(=N)N=C(SCc3nc4ccccc4[nH]3)NC2=O)cc1
9) COc1ccc(O)c(C(=O)CC(=O)c2cccnc2)c1
10) C=C1C(=O)O[C@H]2[C@H]1CC/C(COC(=O)NCCc1ccc(OC)cc1)=C\CC[C@@]1(C)O[C@@H]21

Assay by compound	6	7	8	9	10
DU-145	102	114	123	114	-12*
SF-268	99	97	125	113	46
PC-3	98	90	112	96	46
OVCAR-3	112	106	132	129	-30*
OVCAR-4	103	99	106	110	17
OVCAR-5	106	95	124	99	31
U251	93	103	109	102	59
OVCAR-8	102	85	104	108	2.7*
SK-OV-3	109	108	128	109	89

11) NS(=O)(=O)c1ccc(Nc2nc(N/N=C/c3ccccc3)nc(Nc3ccccc3)n2)cc1
12) CC(=O)c1ccc[n+](Cc2ccccc2)c1
13) NC1=C(C/C(N)=N\O)C(c2ccccc2Cl)c2c(ccc3ccccc23)O1 (stereo not given)
14) CCNc1ncnc2c1cnn2C
15) O=C(O)CNC(=O)CNC(=O)OCc1ccccc1

Assay by compound	11	12	13	14	15
DU-145	62	111	106	99	108
SF-268	81	103	82	94	107
PC-3	68	101	74	87	75
OVCAR-3	71	nt	78	94	100
OVCAR-4	85	110	110	104	101
OVCAR-5	91	100	100	94	88
U251	86	101	91	103	102
OVCAR-8	80	103	91	101	97
SK-OV-3	119	109	92	nt	109

16) CC(=O)c1ccc(NC(=O)CN2CCN(c3cc(=O)[nH]c4ccc(F)cc34)CC2)cc1
17) Cn1cc(-c2cc3nc(-c4c[nH]c5ccc(F)cc45)cc(N)n3n2)c2ccccc21
18) CCCCN1C(=O)c2c(/C=C/C(=O)OC)ccc3c(OC)cc(/C=C/C(=O)OC)c(c23)C1=O
19) O=C(NCCCNC(=O)OCc1ccc2c(Cl)cc(Cl)c(O)c2n1)OCc1ccc2c(Cl)cc(Cl)c(O)c2n1
20) Cc1nnc2c(C#N)c(-c3cccn3C)cc(-c3ccc(Br)cc3)n12

Assay by compound	16	17	18	19	20
DU-145	102	108	101	56	116
SF-268	98	106	88	53	107
PC-3	101	108	73	47	76
OVCAR-3	107	119	79	40	126
OVCAR-4	93	114	94	60	89
OVCAR-5	102	99	91	70	109
U251	104	103	91	23	100
OVCAR-8	104	102	83	26	104
SK-OV-3	111	108	95	55	100

21) Cc1cc(C)n(C(=O)c2sc(=S)n(-c3ccccc3)c2NC(=S)NC(=O)c2ccccc2)n1
22) CC(C)Cc1cc(CNC(=O)C2[C@H]3CN(C(=O)c4ccccc4)C[C@@H]23)nn1-c1ccccc1 (stereo not given in full)
23) COC(=O)c1cc(CN2CCCCC2)cc(OC(=O)c2cc(OC)c(OC)c(OC)c2)c1
24) CC(=O)CC1(O)C(=O)Nc2ccc([N+](=O)[O-])cc21 (stereo not given)
25) FC(F)(F)c1c(-c2nnnn2-c2ccc(Cl)cc2)cnn1-c1ccccn1

Assay by compound	21	22	23	24	25
DU-145	105	100	104	110	100
SF-268	102	94	96	106	107
PC-3	99	91	93	104	100
OVCAR-3	114	100	104	116	89
OVCAR-4	101	104	93	109	74
OVCAR-5	113	98	115	105	85
U251	104	90	99	94	98
OVCAR-8	103	78	105	101	97
SK-OV-3	104	77	115	112	97

26) CCCC(=O)Nc1ccc(OCC(O)CNC(C)C)c(C(C)=O)c1 (stereo not given)
27) O=C1NN(c2ccccc2)C(c2ccc(Cl)c(Cl)c2)N2CCC[C@@H]12 (stereo not given in full)
28) CC[C@]12C=CCN3CC[C@@]4(c5ccc(OC)cc5N(C)[C@H]4[C@@](O)(C(=O)OC)[C@@H]1OC(=O)CCC(=O)N[C@H](Cc1c[nH]c4ccccc14)C(=O)OC)[C@@H]32
29) CCNCCNc1c(C)c(-c2ccc(C(F)(F)F)cc2)c(C#N)c2nc3ccccc3n12
30) O=[N+]([O-])c1ccccc1S(=O)(=O)N(CCCCN(S(=O)(=O)c1ccccc1[N+](=O)[O-])S(=O)(=O)c1ccccc1[N+](=O)[O-])S(=O)(=O)c1ccccc1[N+](=O)[O-]

Assay by compound	26	27	28	29	30
DU-145	115	90	-50*[100 µM]	99	107
SF-268	110	78	-43*[100 µM]	81	99
PC-3	105	80	-16*[100 µM]	76	92
OVCAR-3	120	94	-49*[100 µM]	96	107
OVCAR-4	105	87	nt	88	109
OVCAR-5	nt	88	-58*[100 µM]	104	nt
U251	106	90	3.7*[100 µM]	79	99
OVCAR-8	99	84	0.3*[100 µM]	95	102
SK-OV-3	107	91	-18*[100 µM]	111	108

31) COc1ccc(NC(=O)CSc2nc(C)c(C(C)=O)n2-c2ccc([N+](=O)[O-])cc2)cc1
32) CC1(C)CC2=C(C(=O)O1)C(c1ccccc1)NC(=O)N2 (stereo not given)
33) O=Cc1cccc(OC(=O)Nc2ccccc2)c1
34) S=c1nc[nH]c2c1cnn2-c1ccccc1
35) CC1=NOC(=O)/C1=C\c1ccc(O)cc1

Assay by compound	31	32	33	34	35
DU-145	113	110	103	120	111
SF-268	108	115	93	103	98
PC-3	85	98	95	nt	101
OVCAR-3	119	95	101	105	103
OVCAR-4	102	110	101	95	106
OVCAR-5	90	85	105	87	100
U251	94	104	103	94	101
OVCAR-8	96	102	104	103	98
SK-OV-3	nt	102	106	106	103

36) COC(=O)COCC(O)COc1cc(C(C)C)c(C2(c3cc(C)c(OCC(O)COCC(=O)OC)cc3C(C)C)OC(=O)c3ccccc32)cc1C (stereo not given)
37) Nc1nnc(CS(=O)(=O)c2ccccc2)s1
38) CC(C)CN1CC(Br)C(=O)NC1=O (stereo not given)
39) COc1cccc(C2=NN3C(C2)c2ccccc2OC3c2ccc(/C=C3\SC(=S)N(C)C3=O)cc2)c1 (stereo not given)
40) O=[N+]([O-])c1ccc(N/N=C/c2cccc3ccccc23)cc1

Assay by compound	36	37	38	39	40
DU-145	87	113	110&123	107	104
SF-268	60	105	108&102	92	96
PC-3	26	93	101	100	nt
OVCAR-3	62	104	118&125	105	97
OVCAR-4	70	121	98&116	90	111
OVCAR-5	89	109	123&111	105	94
U251	62	96	92&87	98	115
OVCAR-8	67	97	108&98	106	117
SK-OV-3	103	104	105&117	104	108

41) CCCN1C(=O)c2c(Br)c(Br)c(Br)c(Br)c2C1=O
42) CC(=O)Nc1ccc(OC(C)=O)cc1
43) COc1ccc(/C=C/C(=O)c2ccc(-n3cc(CN4CCN(c5cc6c(cc5F)c(=O)c(C(=O)O)cn6C5CC5)CC4)nn3)cc2)cc1
44) NC(c1ccccc1)c1cccs1 (stereo not given)
45) CCOC(=O)C(CC(=O)c1ccc2c(c1)OCO2)Cc1cc(OC)c(OC)c(OC)c1 (stereo not given)

Assay by compound	41	42	43	44	45
DU-145	79	-16*!	83	nt	108
SF-268	96	103&23	56	129	101
PC-3	nt	93&11	56	99	95
OVCAR-3	113	2.0*!	39	119	103
OVCAR-4	103	99	88	103	101
OVCAR-5	92	97&36	92	104	111
U251	93	102&12	41	nt	104
OVCAR-8	97	8.0*!	67	100	109
SK-OV-3	93	-4.1*!	77	98	105

46) CCOC(=O)c1c2ncccc2n2c(=O)n(-c3cccc(OC)c3)nnc12
47) Cc1ccc(S(=O)(=O)/N=C2\NC(=O)/C(=C\c3ccccc3)S2)cc1
48) CCC1([N+](=O)[O-])COC(c2ccc(OC)cc2)OC1 (stereo not given)
49) COC(=O)c1nc(-c2ccc(C)cc2)oc1S(=O)(=O)N1CCN(c2oc(-c3ccccc3)nc2C#N)CC1
50) CCOC(=O)c1c(Nc2ccccc2)nn2c(-c3ccco3)c(C#N)cnc12

Assay by compound	46	47	48	49	50
DU-145	121	112	106	104	88
SF-268	98	99	104	98	81
PC-3	85	112	92	99	86
OVCAR-3	114	116	113	nt	131
OVCAR-4	83	96	100	106	87
OVCAR-5	106	112	112	108	109
U251	113	99	92	99	109
OVCAR-8	99	102	106	102	82
SK-OV-3	92	108	100	119	109

51) CC1(C)C(=O)CC[C@]2(C)[C@H]3C(=O)C=C4[C@@H]5C[C@@](C)(C(N)=O)CC[C@]5(C)CC[C@@]4(C)[C@]3(C)CC[C@@H]12
52) O=C(Nc1cc([N+](=O)[O-])ccc1O)c1ccc(C(=O)Nc2cc([N+](=O)[O-])ccc2O)cc1
53) O=c1nc2sccc(-c3ccc(F)cc3)c-2s1
54) NC(=O)C(O)c1ccccc1 (stereo not given)
55) COc1ccc(CNc2nc3ccccc3c3c(=O)c4cc(Cl)ccc4sc23)cc1

Assay by compound	51	52	53	54	55
DU-145	105	113	113	108	74
SF-268	101	109	119	97	78
PC-3	102	90	92	97	65
OVCAR-3	106	110	116	105	78
OVCAR-4	110	109	97	107	44
OVCAR-5	103	114	108	106	82
U251	99	106	95	102	50
OVCAR-8	110	110	101	83	49
SK-OV-3	102	100	98	114	75

56) COc1cccc(-c2cc(=O)c3cc(Cl)cc(N[C@@H](C)c4ccccc4)c3o2)c1N
57) CC(=O)c1ccc(Br)c2ccccc12
58) CS(=O)(=O)OC1CCCC(OS(C)(=O)=O)C1 (stereo not given)
59) CCOC(=S)SCC(=O)c1cccc([N+](=O)[O-])c1
60) O=C(O)CCc1nnc2c(Cc3ccccc3)nc3ccccc3n12

Assay by compound	56	57	58	59	60
DU-145	103	118&107	104	97	96
SF-268	106	116&97	102	98	96
PC-3	91	104&99	104	80	97
OVCAR-3	112	121&112	110	99	98
OVCAR-4	106	121&134	109	99	nt
OVCAR-5	91	108&108	98	101	103
U251	105	105	94	71	95
OVCAR-8	92	114	97	76	97
SK-OV-3	nt	103&97	102	119	101

61) CC(=O)Nc1cccc(C(=O)C2=Cc3cc4ccccc4n3Cc3cnnn32)c1
62) Cc1cccc(C)c1NC(=O)N/N=C/c1c[nH]c2ccccc12
63) Cc1cc(N=O)cc(C(C)(C)C)c1O
64) COCCCNS(=O)(=O)c1ncnc2nc[nH]c12
65) COc1cc(C(=O)OCC[N+](C)(C)C)cc(OC)c1OC

Assay by compound	61	62	63	64	65
DU-145	117	107	103	99	122
SF-268	100	91	100	106	108
PC-3	77	86	74	106	110
OVCAR-3	98	97	105	102	118
OVCAR-4	102	100	98	113	109
OVCAR-5	89	106	108	100	92
U251	96	99	89	124	99
OVCAR-8	93	100	103	nt	106
SK-OV-3	106	95	76	121	97

5 compounds picked at random from the list so far, as already listed:
65) COc1cc(C(=O)OCC[N+](C)(C)C)cc(OC)c1OC
62) Cc1cccc(C)c1NC(=O)N/N=C/c1c[nH]c2ccccc12
63) Cc1cc(N=O)cc(C(C)(C)C)c1O
64) COCCCNS(=O)(=O)c1ncnc2nc[nH]c12
61) CC(=O)Nc1cccc(C(=O)C2=Cc3cc4ccccc4n3Cc3cnnn32)c1

Assay by compound	65	62	63	64	61
DU-145	122	107	103	99	117
SF-268	108	91	100	106	100
PC-3	110	86	74	106	77
OVCAR-3	118	97	105	102	98
OVCAR-4	109	100	98	113	102
OVCAR-5	92	106	108	100	89
U251	99	99	89	124	96
OVCAR-8	106	100	103	nt	93
SK-OV-3	97	95	76	121	106

(cont.)
66) Clc1ncn[nH]1
67) COc1cc(NC(=O)c2ccccc2)c(OC)cc1N
68) O=C(Cc1ccccc1Nc1c(Cl)cccc1Cl)NN1C(=O)/C(=C/c2ccc(Br)cc2)SC1=S
69) COc1cc(-c2cc(-c3ccc(Cl)cc3)[nH]c(=S)c2C#N)cc(OC)c1OC
70) COc1ccc2[nH]cc(/C=N/Nc3nc4ccccc4s3)c2c1

Assay by compound	66	67	68	69	70
DU-145	110	109	109	109	60
SF-268	104	97	97	89	56
PC-3	101	84	nt	48	33
OVCAR-3	105	98	109	91	nt
OVCAR-4	100	104	114	87	67
OVCAR-5	107	96	100	90	73
U251	98	112	102	78	56
OVCAR-8	92	104	100	90	67
SK-OV-3	96	91	100	91	66
